Polio RdRp inh: poliovirus RdRp elongation inhibitors, primary screen, biochemical, fluorescence polarization, total intensity | % elongation, % (compound at 16.7 µg/mL) | poliovirus polymerase elongation; hits give low values | hit rate 0.66% among 150,000 | Genome polyprotein (Poliovirus type 1 (strain Mahoney)), P03300 | AID 588519, 2011; in the data active = % elongation below about 90%; note: some results filed as inactive read as strong as hits
Target sequence (P03300 1749-2209 limits assumed): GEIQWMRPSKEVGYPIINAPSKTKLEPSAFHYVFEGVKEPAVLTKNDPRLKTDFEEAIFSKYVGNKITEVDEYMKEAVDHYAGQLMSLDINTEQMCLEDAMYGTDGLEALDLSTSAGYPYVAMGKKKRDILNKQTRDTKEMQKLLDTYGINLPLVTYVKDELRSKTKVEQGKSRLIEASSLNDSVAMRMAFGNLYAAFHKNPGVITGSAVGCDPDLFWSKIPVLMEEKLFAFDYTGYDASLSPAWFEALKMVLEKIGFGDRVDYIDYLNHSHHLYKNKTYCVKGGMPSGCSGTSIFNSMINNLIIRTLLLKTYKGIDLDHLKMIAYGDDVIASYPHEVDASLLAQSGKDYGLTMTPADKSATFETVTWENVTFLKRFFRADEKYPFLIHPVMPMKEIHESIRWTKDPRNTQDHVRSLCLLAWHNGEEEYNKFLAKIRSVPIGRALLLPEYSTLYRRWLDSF
Polio RdRp inh FP z-score: further read-out of Polio RdRp inh, marked with its call; z-score; measured here: FP z-score; hits read low
Numbers without * were called inactive; & = joins results of further samples. Some of the compounds tested; count on the stated rates, not on these rows.

Values run as follows: Polio RdRp inh, Polio RdRp inh FP z-score
- COc1ccc(-c2nnc(SC(C)c3nc4ccccc4c(=O)[nH]3)n2CC2CCCO2)cc1 (configuration not stated)
  104, 0.1
- COCCN1C(=O)CS/C1=C(/C#N)C(=O)NCCc1ccccc1
  107, 0.5
- COc1ccccc1N1CCN(CCCNC(=O)c2nnc(Cc3c(F)cccc3Cl)o2)CC1
  108, 0.5
- Cc1ccc(CNC(=O)CS(=O)(=O)c2cccc3nsnc23)cc1
  104, -0.8
- CCCc1ccc(S(=O)(=O)N2CCC(Oc3ccc(-n4cnnn4)cc3)CC2)cc1
  99, -1.9
- Cc1ccc(C)n1-c1ccc(C(=O)N(C)CCCc2[nH]nc(N)c2C#N)cc1
  108, 0.7
- Fc1ccccc1CNC1CCCC1
  102, 0.1
- O=C1/C(=C/c2ccc3nccnc3c2)Cc2ccccc21
  103, 0.7
- CCN(CC(=O)Nc1ccc2c(c1)OCCO2)C(=O)c1cccc(S(=O)(=O)N2CCOCC2)c1
  100, -0.5
- CCOC(=O)c1nnn(-c2nonc2-n2cccc2)c1C
  101, 0.6

Values run as follows: Polio RdRp inh, Polio RdRp inh FP z-score
- CSC1=NC2(CCN(C(=O)NC3CCCCC3)CC2)N=C1c1ccc(C)cc1
  106, -0.4
- Cc1cc(C)nc(NS(=O)(=O)c2ccc(NC(=O)c3cc(=O)c4ccc(C)c(C)c4o3)cc2)n1
  109, 0.3
- CCCNC(=O)c1oc(=O)c2ccccc2c1-c1ccc(C)cc1
  104, 0.9
- O=c1[nH]c2ccc(NCc3ccc(-c4cccc(Cl)c4)o3)cc2[nH]1
  103, -0.8
- CCC(C)N(C(=O)CSc1nc2ccccc2n1-c1ccc(C)cc1)C1CCS(=O)(=O)C1 (configuration not stated)
  106, 0.3
- S=c1[nH]nc(/N=C/c2ccc(Br)cc2)n1Cc1ccccc1
  104, 1.7
- CN(C)c1ccc(CNS(=O)(=O)c2ccc(-c3cc(C(F)(F)F)on3)s2)cc1
  111, 0.9
- Clc1ccc(C=NC23CN4CN(CN(C4)C2)C3)cc1
  97, -0.4
- COc1ccc(NC(=O)C2CCN(c3nc(-c4ccc(OC)c(OC)c4)no3)CC2)cc1Cl
  106, 0.3
- COc1ccc(NC(=O)CSc2nc3nc(C)cc(C)n3n2)cc1OC
  111, 0.4

Values run as follows: Polio RdRp inh, Polio RdRp inh FP z-score
- O=C(O)c1ccc(-c2ccccc2)s1
  101, -0.1
- CC1=[N+]([O-])C(C)(C)C(c2ccc(C)cc2)=[N+]1[O-]
  102, -0.1
- CCc1nn(C(=O)c2ccccc2)c2c1C(=O)CC(C)(C)C2
  103, 0.4
- O=c1[nH]oc2nc(C3CC3)cc(C(F)(F)F)c12
  101, -0.5
- Cc1ccc(OCCn2c(=O)oc3ccccc32)cc1
  100, -0.1
- CC(C)c1ccc(NC(=O)CN2C(=O)COc3ccc(S(=O)(=O)N4CCCCCC4)cc32)cc1
  129, 1.5
- CCOc1ccc(C(=O)NCC(=O)N2CCN(Cc3ccccc3)CC2)cc1
  101, -0.2
- CC(=O)Nc1nc(SCC(C)C)n[nH]1
  107, 0.5
- O=C1NC2=C(C(=O)CCC2)C(c2ccc(Cl)cc2)N1 (configuration not stated)
  101, 0.1
- O=C1CN(C(=O)Cn2ncc(Cl)c(Cl)c2=O)c2ccccc2N1
  97, -0.7

Values run as follows: Polio RdRp inh, Polio RdRp inh FP z-score
- CN1CCc2c(n(CC(O)CNCc3ccccc3)c3ccccc23)C1=O (configuration not stated)
  102, 0.3
- Cc1ccc(-c2sc(=S)n3c4ccccc4c(=O)n(Cc4ccc(C#N)cc4)c23)cc1
  105, 1.5
- Nn1c(SCC(=O)N2CCCC2)nnc1-c1ccco1
  104, -0.3
- Cc1cc(C(=O)O/N=C(\N)c2cc(C)on2)no1
  99, -0.5
- COC(CNC(=O)CC1C(=O)N(Cc2ccccc2)C(C)c2nc3ccccc3n21)OC (configuration not stated)
  104, 0.5
- O=C1CC2(CCCC2)C(=O)N1Cc1coc(-c2cccs2)n1
  107, 0.7
- Cc1ccc(Cn2ccnc2SCC(=O)NCc2ccccc2Cl)cc1
  109, 0.3
- CCOc1ccc(OCC)c(NC(=O)C2CCCN(S(=O)(=O)c3ccc(C)cc3)C2)c1 (configuration not stated)
  103, -1
- CCOC(=O)N1CCN(c2ncc3c(n2)CC(c2ccc(Cl)cc2)CC3=O)CC1 (configuration not stated)
  108, 0.9
- COc1ccc2c(c1)N(C)/C(=C1/SC(=O)N(c3ccccc3)C1=O)S2
  105, 1

Values run as follows: Polio RdRp inh, Polio RdRp inh FP z-score
- O=c1[nH]cnc2c(-c3ccc(Cl)cc3)nsc12
  103, 0.3
- O=C(NC1CC1)c1ccc(Cn2c(SCc3ccccc3F)nc3cccnc32)cc1
  119, 1.3
- OC(CNCC1CCCCC1)c1ccccc1 (configuration not stated)
  101, 0
- O=C(O)/C=C/c1cnn(Cc2ccccc2)c1
  103, 0
- O=C(Cc1ccc(Cl)cc1)N1CCN(c2ccccc2)CC1
  101, -0.3
- COc1ccc2[nH]c3c(=O)n(CCCN(C)C4CCCCC4)cnc3c2c1
  103, 0.2
- CSc1nc(C)cc(Nc2c(C)cc(C)cc2C)n1
  110, 0.8
- O=c1c(Cl)c(NCc2ccco2)cnn1Cc1ccccc1
  100, -0.4
- O=C(C1=C(O)C(=O)N(Cc2ccccc2)C1c1cccnc1)c1ccco1 (configuration not stated)
  105, 0.1
- O=c1c2c(nc3nc[nH]n13)CCC2
  98, -0.4

Values run as follows: Polio RdRp inh, Polio RdRp inh FP z-score
- Nc1cc(C(F)(F)F)ccc1Oc1ccc(C2CCCCC2)cc1
  102, 0.1
- C=CCOc1cccc(CNc2cccc(C(=O)O)c2)c1
  100, 0.1
- CN=CC1=C(O)c2ccccc2C1=O
  102, 0.1
- Cc1cc(C)c(S(=O)(=O)Nc2cccc(-c3cn4ccccc4n3)c2)c(C)c1
  102, -0.1
- O=C(Cn1nc(C(F)(F)F)c2c1CCC2)NC1CCCC1
  100, -0.8
- CCOC(=O)c1ccc(NC(=O)Cn2cnc3sc(C(=O)OCC)c(C)c3c2=O)cc1
  109, 0.7
- O=S(=O)(Nc1ccccc1)c1ccc2c(c1)OCCO2
  101, 0
- CCOc1ccc(C(=O)Nc2cccc(NC(=O)c3ccccc3)c2)cc1Br
  103, 0.3
- Cc1ccc(NC(=O)C2=CC(c3ccc4c(c3)OCO4)=NS(=O)(=O)N2C)cc1
  115, 0.5
- Cc1cc(C)c(C)c(OCC(=O)NCC2CCCO2)c1 (configuration not stated)
  101, -0.5

Values run as follows: Polio RdRp inh, Polio RdRp inh FP z-score
- Cc1nnc(SCC(=O)Nc2ccc(Cl)cc2Cl)n1C
  101, -0.4
- COc1cc(/C=C/C(=O)O)cc(S(=O)(=O)Nc2ccc3[nH]c(=O)[nH]c3c2)c1OC
  107, 0.6
- Fc1ccccc1Cc1cn2cc(-c3ccc(Cl)cc3)nc2s1
  104, 0
- Cc1ccc(N2C(/N=C3\N=c4[nH]c5ccccc5c4=N3)=NC23C(=O)Nc2ccccc23)cc1C (configuration not stated)
  102, 0.7
- CSc1ccc([C@H]2[C@H](C(=O)O)CC(=O)N2Cc2ccccc2)cc1
  104, 0.9
- O=c1nc(-c2ccccc2)c2cc(Br)ccc2[nH]1
  103, 0.2
- O=C(CC1C(=O)Sc2[nH]c(=O)sc21)c1ccc(F)cc1 (configuration not stated)
  55, -6.5
- c1ccc2[nH]c(SCCN3CCOCC3)nc2c1
  99, -0.5
- COc1ccc(CNC(=O)Cn2c(=O)n3nc(-c4cccc(F)c4)nc3c3ccccc32)cc1OC
  109, 0.6
- CN(C)S(=O)(=O)N1CCC(c2nc3ccccc3[nH]2)CC1
  101, -0.3

Values run as follows: Polio RdRp inh, Polio RdRp inh FP z-score
- COc1ccc(CCNc2nc(-c3ccc(F)cc3)cc(C(F)(F)F)n2)cc1OC
  104, -0.2
- COc1ccc(NC(=O)C2CCCCN2S(=O)(=O)c2ccc(C(C)(C)C)cc2)cc1 (configuration not stated)
  102, 0.3
- CCOC(=O)c1cc(-c2ccc(Cl)s2)[nH]n1
  105, 0.7
- COc1cc2c(cc1/C=C/C(=O)O)OC(C)C2 (configuration not stated)
  103, 0
- CC(=O)Nc1ccc(S(=O)(=O)Nc2nc3ccccc3nc2Nc2ccc(C(=O)O)c(O)c2)cc1
  96, -0.6
- Cc1cccc(-n2c(=S)n(CN3CCCC3)c3ccccc32)c1
  96, -0.6
- O=C(NCC(c1cccnc1)N1CCc2ccccc2C1)C(=O)Nc1ccccc1 (configuration not stated)
  109, 0.2
- Cc1ccc(-c2nc(CCNC(=O)C(=O)Nc3c(C)cccc3C)cs2)cc1
  119, 2.8
- Cc1cc(C)cc(NC(=O)Cn2cc(C(=O)c3cccs3)c3ccccc32)c1
  101, -0.5
- NC(=O)C1CCCN1 (configuration not stated)
  104, 0.2

Values run as follows: Polio RdRp inh, Polio RdRp inh FP z-score
- CSc1ccc(/C=N/NC=O)cc1
  112, 1
- CCOC(=O)c1c(NC(=O)c2cc(C(C)C)on2)sc(C(C)=O)c1C
  98, -0.8
- N#C/C(=C/c1ccc(-c2cccc(C(F)(F)F)c2)o1)c1ccc(C(=O)O)cc1
  99, -1.1
- CCOC(=O)c1sc2cccc(F)c2c1S(=O)(=O)NCc1ccccc1Cl
  109, 0.8
- Cc1cccc(N2CCN(C(=O)Nc3cn(CC(C)C)c(=O)c4ccccc34)CC2)c1C
  98, -0.5
- CNS(=O)(=O)c1cc(-c2nn3c(C)nnc3c3ccccc23)ccc1C
  105, 0.4
- Cc1ccc(C)n1-c1nnc(N2CCCC(C(=O)Nc3ccc(C(C)C)cc3)C2)s1 (configuration not stated)
  104, -1.1
- CCC(=O)OCc1cnc(C)c2oc(=O)c(C(=O)Nc3ccccc3C(F)(F)F)cc12
  110, 0.6
- COc1cc(N(C(=O)Cn2nnc3ccccc32)C(C(=O)NCC2CCCO2)c2cccn2C)ccc1-n1cnnn1 (configuration not stated)
  102, 0.2
- Cc1ccc(NC(=O)CC2Sc3ccccc3NC2=O)c(Br)c1 (configuration not stated)
  106, 0.2

Values run as follows: Polio RdRp inh, Polio RdRp inh FP z-score
- Oc1oc(-c2cccc3ccccc23)nc1C=NC1CCCCC1
  71, -7.7
- NC(=O)CN1C(=O)/C(=c2\sc3nc(-c4cccs4)nn3c2=O)c2ccccc21
  104, 0.5
- Nc1cc(=O)n2c(n1)SCC(O)C2 (configuration not stated)
  105, 0.8
- Cc1cccc(C)c1OCC(=O)Nc1nc(-c2ccc(Br)cc2)ns1
  109, 0.6
- COc1ccc(-c2ccc3c(N)c(C(=O)NCc4ccc(C)cc4)sc3n2)cc1
  108, -0.5
- Cc1cccc(-c2nc3c4ccccc4nc(NCc4ccc(F)cc4)n3n2)c1
  105, 0.1
- N#C/C(=C/c1cccc2ccccc12)c1ccccc1
  106, 0.3
- COC(=O)c1ccc(NC(=O)CC2C(=O)N(c3cccc(C)c3)C(=O)N2Cc2ccco2)cc1 (configuration not stated)
  115, 1.7
- COc1cc2c(cc1N=Cc1cccnc1)oc1ccccc12
  101, -0.1
- CC1CC(=O)Nc2ccccc2N1S(=O)(=O)c1cccc2nonc12 (configuration not stated)
  104, 0.4

Values run as follows: Polio RdRp inh, Polio RdRp inh FP z-score
- O=S(=O)(/C=C/c1ccccc1)N1CCN(c2ncc(C(F)(F)F)cc2Cl)CC1
  103, -0.2
- COc1cccc2c1cc([N+](=O)[O-])c1c(C(=O)O)cc3c(c12)OCO3
  101&98, -0.1&-0.4
- CC12CN3CC(C)(CN(C1)C3c1ccc(OCc3ccccc3)cc1)C2=O (configuration not stated)
  111, 1
- COc1ccc(NC(=O)c2oc3ccccc3c2NC(=O)Cc2cccs2)c(OC)c1
  110, 1.7
- N#C/C(=C\Nc1ccccn1)C(=O)C1CC1
  104, 0.6
- COc1ccc(OCCn2c(C(C)Oc3ccccc3)nc3ccccc32)cc1 (configuration not stated)
  114, 1.7
- CC(=O)c1ccc(NS(=O)(=O)c2c(C)nc3scc(C)n3c2=O)cc1
  105, 0
- CSc1scc2c1-c1nc(SCC(=O)C(C)(C)C)ncc1CC2
  106, 0.4
- Cc1nc2nc(-c3ccccc3)cn2nc1C
  101, -0.2
- O=C(NC1CC1)c1cc2c(ccc3ccccc32)oc1=O
  101, -0.3

Reformatted: results already given
Molecule	Polio RdRp inh	Polio RdRp inh FP z-score
CC(=O)c1ccc(NS(=O)(=O)c2c(C)nc3scc(C)n3c2=O)cc1	105	0
COc1ccc(NC(=O)c2oc3ccccc3c2NC(=O)Cc2cccs2)c(OC)c1	110	1.7
N#C/C(=C\Nc1ccccn1)C(=O)C1CC1	104	0.6
COc1ccc(OCCn2c(C(C)Oc3ccccc3)nc3ccccc32)cc1 (configuration not stated)	114	1.7
COc1cccc2c1cc([N+](=O)[O-])c1c(C(=O)O)cc3c(c12)OCO3	101&98	-0.1&-0.4
CC12CN3CC(C)(CN(C1)C3c1ccc(OCc3ccccc3)cc1)C2=O (configuration not stated)	111	1
Cc1nc2nc(-c3ccccc3)cn2nc1C	101	-0.2

Further records:
Values run as follows: Polio RdRp inh, Polio RdRp inh FP z-score
- COc1ccc(NS(=O)(=O)c2ccc3c(c2)CC(C)N3C(C)=O)c(OC)c1 (configuration not stated)
  108, 0.5
- Cc1ccc(CN2C(=O)CSc3ccc(NC(=O)NC4CCC(C)CC4)cc32)cc1 (configuration not stated)
  100, -1.5
- O=c1cc(O)c2sc(SCCN3CCOCC3)nc2[nH]1
  102, -0.1
- COc1ccc(NC(=O)c2nnn(Cc3ccc(Br)cc3F)c2N)c(OC)c1
  103, -0.8
- O=C(COC(=O)C1CCCCC1)Nc1cccc(F)c1
  102, 0.5
- CCOc1ccc(C(=O)Nc2onc3c2CCCC3)cc1
  108, 0.1
- CN(C)S(=O)(=O)c1ccc(SCC(=O)N2CCNC2=O)nc1
  104, 0.4
- O=C(CCCCn1c(=O)c2ccccc2n(Cc2cccc(F)c2)c1=O)NCCc1ccccc1
  104, -0.6
- CCOC(=O)c1cnc2c(c(C)nn2C)c1Sc1nnc(SC)s1
  100, -1.1
- COc1cc(OC)c(OC)cc1CN(C)C1CCN(C)CC1
  102, 0.4
- Cc1nc2c([nH]c3ccc(Br)cc32)s1
  104, 1.1
- COc1ccc2c(c1)CCCN2Cn1nc(COc2ccccc2)n(C)c1=S
  97, -0.3
- COc1cc(S(=O)(=O)N2CCN=C2c2ccccc2)ccc1F
  101, 0.5

High-throughput results: PubChem, ICCB-Longwood Screening Facility, Harvard Medical School
